Vif imaging = blocks HIV Vif function | HEK293T cells, Vif self-association by quenched fluorescence, imaging, 24 h | inhibition, % at 7.49 µM | 340,000 compounds, 0.35% hits | AID 602346; in the data active = inhibition above about 50%, passing the limit was not always enough; note: some results filed as inactive read as strong as hits
PDI inh = PDI (human) enzyme inhibition; PDI insulin aggregation turbidity, A650, 90 min; inhibition, % at 10 µM; 350,000 compounds, 0.052% hits; AID 588391;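 active = mean inhibition across replicates of 30% or more, whatever share of single replicates reach that level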;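 note: absorbance from insulin aggregation driven by PDI reduction with DTT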
Target sequence (P07237 whole entry, looked up): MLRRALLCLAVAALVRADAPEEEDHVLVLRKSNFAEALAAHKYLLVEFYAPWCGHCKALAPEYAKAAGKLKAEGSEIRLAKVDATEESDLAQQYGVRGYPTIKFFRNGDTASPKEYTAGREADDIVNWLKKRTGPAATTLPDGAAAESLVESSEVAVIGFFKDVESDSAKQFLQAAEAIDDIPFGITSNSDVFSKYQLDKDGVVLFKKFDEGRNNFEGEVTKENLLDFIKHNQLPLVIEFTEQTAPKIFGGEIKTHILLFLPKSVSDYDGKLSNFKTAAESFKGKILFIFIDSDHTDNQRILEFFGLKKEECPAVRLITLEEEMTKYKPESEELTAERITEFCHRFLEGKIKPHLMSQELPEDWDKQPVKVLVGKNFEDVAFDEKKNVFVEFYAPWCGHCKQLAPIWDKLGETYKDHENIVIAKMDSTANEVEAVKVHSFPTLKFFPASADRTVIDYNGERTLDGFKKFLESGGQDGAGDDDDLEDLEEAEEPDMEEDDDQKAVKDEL
MITF TRPM1 inh = reduces MITF-dependent TRPM1 promoter luciferase signal; inhibition, % at 12.5 µM; SK-MEL-5 TRPM1 promoter luciferase, 24 h; 330,000 compounds, 0.83% hits;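 active = mean inhibition across replicates of 60% or more, whatever share of single replicates reaches that level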; note: values of inactives mirror those of a sister screen read the other way
CF NFkB block = blocks PAF-induced NF-kB reporter in cystic fibrosis cells. KKLEB NF-kB-GFP reporter, GFP fluorescence overnight. inhibition, % at 5 µM. 360,000 compounds, 0.86% hits. AID 588850;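 active = at least 50% inhibition at 5 µM, scaled per plate between neutral and stimulator controls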;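 note: PAF is a Pseudomonas aeruginosa culture filtrate used as stimulus; plate controls were PAF-stimulated DMSO wells for no effect and unstimulated DMSO wells for full effect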
Peg3 prom inh = Peg3 promoter activity inhibition; HeLa PEG-Prom luciferase reporter, luminescence, overnight; inhibition, % at 20 µM; 360,000 compounds, 1.7% hits; AID 588405;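 active = inhibition of at least 50% at 20 µM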
CaV13 FRET inh = Primary screen for inhibitors of IQ motif and Ca2+-dependent inactivation inhibitor domain binding in CACNA1D, Förster resonance energy transfer in living cells, …; HEK cells, CFP/YFP FRET ICDI-IQ, plate reader, 10 min; percent FRET-ratio fall versus neutral wells; inhibition, % at 12.3 µM; 340,000 compounds, 0.098% hits;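 active = mean replicate inhibition of at least 30% and at least 1% of replicates passing that level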;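 note: 0% = median of the neutral control wells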
NR2E3 ag-1 = activates human NR2E3 receptor. CHO-S Gal4-NCOR/VP16-NR2E3 two-hybrid, luciferase. 360,000 compounds, 0.35% hits. inhibition of corepressor binding, % at 3.98 µM. AID 602229;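 active = inhibition above the mean of all tested compounds plus 3 SD, cut at about 70% in these data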;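 note: 0% = DMSO with NR2E3 transfected cells and 100% = cells lacking NR2E3 construct; higher means lower luciferase signal from less NR2E3 corepressor binding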
Target sequence (Q9Y5X4 whole entry, looked up, the tested form may be a part): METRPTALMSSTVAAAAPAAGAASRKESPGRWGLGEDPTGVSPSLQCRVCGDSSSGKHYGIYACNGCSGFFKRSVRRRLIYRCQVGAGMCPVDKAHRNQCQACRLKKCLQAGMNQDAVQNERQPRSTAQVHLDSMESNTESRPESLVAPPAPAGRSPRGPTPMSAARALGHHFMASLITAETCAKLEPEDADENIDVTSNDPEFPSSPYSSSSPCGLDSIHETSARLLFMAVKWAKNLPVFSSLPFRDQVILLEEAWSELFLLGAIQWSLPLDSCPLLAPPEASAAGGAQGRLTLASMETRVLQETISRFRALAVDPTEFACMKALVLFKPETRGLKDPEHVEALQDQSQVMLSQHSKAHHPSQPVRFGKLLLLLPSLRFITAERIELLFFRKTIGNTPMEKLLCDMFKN
Shn3 inh set2 = reduces Shn3 3'UTR luciferase signal in osteoblasts. Clone20 osteoblast Shn3 3'UTR firefly luciferase, 24 h. inhibition, % at 12.5 µM. 360,000 compounds, 0.52% hits. AID 588674;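 active = mean inhibition of at least 75% with every replicate also reaching 75%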;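 note: 0% = median of neutral control wells and 100% = pilot-screen positive control compound; some compounds past the cut are filed as inactive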
NR2E3 ag-2 = NR2E3 (human) agonism; Q9Y5X4; GST-NR2E3/biotin-RetCOR TR-FRET, 1536-well; inhibition of corepressor binding, % at 4.78 µM; 320,000 compounds, 0.12% hits; AID 2300;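 active = percent inhibition above the cutoff of mean plus 3 SD of all tested compounds, set per screening campaign, cut at about 20% in these data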;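 note: 0% = DMSO wells and 100% = biotin wells as full block of FRET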
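Test system: GST-NR2E3 and biotin-RetCOR proteins | Quantity: 1.35 nM GST-tagged NR2E3 final | Medium: Tris pH 7.5 | Also added: 7 nM biotin-RetCOR | Dosing: Compound at 4.8 µM, single dose | Timing: 5 h at 4 °C | Detection: Time-resolved FRET | Read-out basis: Percent inhibition | Benchmarks: Biotin wells as high control, 0.6% DMSO wells as low control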
HIF-2a inh = HIF-2a inhibition. 786-0 RCC cells HIF-2a reporter, luciferase luminescence, overnight. inhibition, % at 18.8 µM. 360,000 compounds, 0.72% hits;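 active = inhibition of the luminescence signal of 40% or more relative to plate controls, in a single-dose primary screen at 18.75 µM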
KKLEB tox = reduces viability of KKLEB cystic fibrosis airway cells | KKLEB CF airway cells viability, ATPlite luminescence, overnight; active compounds read low; cells stimulated with P. aeruginosa culture filtrate | activity change (cytotoxicity), % at 5 µM | 360,000 compounds, 0.36% hits;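 active = corrected activity change at or below -50% at 5 µM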
* marks the source's active call; other numbers are inactive results. Rows are unselected; about 3.3% have a hit in one of these screens.

Cc1ccccc1/C=C/c1nc2ccccc2c(=O)n1CCc1ccccc1 was read as Vif imaging -4, PDI inh -14, MITF TRPM1 inh -5, CF NFkB block 16, Peg3 prom inh 10, CaV13 FRET inh -2, NR2E3 ag-1 23, Shn3 inh set2 -3, NR2E3 ag-2 -2, HIF-2a inh -6 and KKLEB tox -9.
CCNC(=O)CC1SC(=Nc2cccc(Cl)c2C)N(C)C1=O (configuration not stated) was read as Vif imaging -2, PDI inh 9, MITF TRPM1 inh 6, CF NFkB block -10, Peg3 prom inh 26, NR2E3 ag-1 5, Shn3 inh set2 -8, NR2E3 ag-2 -4, HIF-2a inh 23 and KKLEB tox 2.
For Cc1cccc(C)c1NC(=O)CSc1nnc(Cc2ccccc2)o1 the results were PDI inh -5, MITF TRPM1 inh 3, CF NFkB block 1, Peg3 prom inh 5, CaV13 FRET inh -4, NR2E3 ag-1 -2, Shn3 inh set2 4, NR2E3 ag-2 3, HIF-2a inh 14 and KKLEB tox 5.
CCOC(=O)C1(CC2CC2)CCN(C(=O)c2cc(C3CC3)nc3ccccc23)CC1 was read as PDI inh 20, MITF TRPM1 inh -25, CF NFkB block 0, Peg3 prom inh -53, CaV13 FRET inh 10, NR2E3 ag-1 -8, Shn3 inh set2 6, NR2E3 ag-2 3, HIF-2a inh -82 and KKLEB tox 3.
CCOC(=O)C1=NOC(Cn2cc(C#N)c(=O)n(C)c2=O)C1 (configuration not stated) was read as Vif imaging -4, PDI inh 28, MITF TRPM1 inh -1, CF NFkB block -10, Peg3 prom inh 2, CaV13 FRET inh -7, NR2E3 ag-1 25, Shn3 inh set2 5, NR2E3 ag-2 6, HIF-2a inh 14 and KKLEB tox 3.
`O=C(c1ccc2c(c1)OCO2)[C@@H]1[C@@H]2C(=O)N(C3CCCCC3)C(=O)[C@@H]2C2c3ccccc3C=CN21` (some centres not stated) gave Vif imaging 0, PDI inh -1, MITF TRPM1 inh 24, CF NFkB block -6, Peg3 prom inh 14, NR2E3 ag-1 -13, Shn3 inh set2 22, HIF-2a inh 0 and KKLEB tox -13.
`CCC(CC)c1nnc(NC(=O)CCc2ccc(OC)cc2)s1` gave Vif imaging -1, PDI inh 3, MITF TRPM1 inh 6, CF NFkB block 5, Peg3 prom inh 12, CaV13 FRET inh -3, NR2E3 ag-1 -8, Shn3 inh set2 -2, NR2E3 ag-2 -2, HIF-2a inh 11 and KKLEB tox -5.
For Cc1c(C(=O)N2CCN(S(=O)(=O)c3ccccc3)CC2)oc2ccc(Br)cc12 the results were Vif imaging 15, PDI inh 7, MITF TRPM1 inh 4, CF NFkB block 10, Peg3 prom inh 8, CaV13 FRET inh -8, NR2E3 ag-1 4, Shn3 inh set2 25, HIF-2a inh -3 and KKLEB tox -17.
For O=c1[nH]c(COc2ccc(Cl)cc2Cl)nc2ccccc12 the results were Vif imaging 4, PDI inh 1, MITF TRPM1 inh -88, CF NFkB block 23, Peg3 prom inh -283, CaV13 FRET inh -2, NR2E3 ag-1 -129, Shn3 inh set2 -113, NR2E3 ag-2 -1, HIF-2a inh -287 and KKLEB tox -18.
For O=C(/C=C/c1ccc([N+](=O)[O-])cc1)NCC1CCCO1 (configuration not stated) the results were Vif imaging 7, PDI inh -2, MITF TRPM1 inh 5, CF NFkB block -6, Peg3 prom inh -40, NR2E3 ag-1 -12, Shn3 inh set2 -7, NR2E3 ag-2 3, HIF-2a inh -49 and KKLEB tox -4.
For COc1cccc(C(=O)Nn2cnnc2)c1OC the results were Vif imaging -1, PDI inh -1, MITF TRPM1 inh -3, CF NFkB block -1, Peg3 prom inh 4, CaV13 FRET inh -6, NR2E3 ag-1 7, Shn3 inh set2 8, NR2E3 ag-2 -2, HIF-2a inh 18 and KKLEB tox -28.
Cc1ccc(NC(=O)CCCc2c[nH]c3ccccc23)nc1 was read as Vif imaging 4, PDI inh 0, MITF TRPM1 inh 10, CF NFkB block 10, Peg3 prom inh -19, NR2E3 ag-1 27, Shn3 inh set2 -13, NR2E3 ag-2 -2, HIF-2a inh -17 and KKLEB tox 0.
CC(C)(CNS(=O)(=O)c1ccc(F)cc1)CNS(=O)(=O)c1ccc(F)cc1 was read as PDI inh -3, MITF TRPM1 inh -17, CF NFkB block 2, Peg3 prom inh -1, CaV13 FRET inh -4, NR2E3 ag-1 -7, Shn3 inh set2 -14, NR2E3 ag-2 2, HIF-2a inh 6 and KKLEB tox 12.
C[C@@H]1CN([C@@H](C)CO)C(=O)CCCn2cc(nn2)CO[C@H]1CN(C)S(=O)(=O)c1ccccc1 was read as Vif imaging -3, PDI inh -1, CF NFkB block -14, Peg3 prom inh -2, CaV13 FRET inh -1, NR2E3 ag-1 -9, Shn3 inh set2 -3, HIF-2a inh 15 and KKLEB tox -6.
CCN(CC)S(=O)(=O)c1ccc(C)c(NC(=O)Cn2cnc3cc([N+](=O)[O-])ccc3c2=O)c1 was read as Vif imaging -1, PDI inh 1, MITF TRPM1 inh 15, CF NFkB block -3, Peg3 prom inh -9, CaV13 FRET inh -6, NR2E3 ag-1 -22, Shn3 inh set2 9, NR2E3 ag-2 -3, HIF-2a inh 7 and KKLEB tox -4.
Screening Cc1cc(C(C)(C)C)cc(S(=O)(=O)Nc2ccc(C(=O)O)cc2)c1C returned Vif imaging 8, PDI inh 0, MITF TRPM1 inh 1, CF NFkB block -3, Peg3 prom inh 8, CaV13 FRET inh 0, NR2E3 ag-1 -6, Shn3 inh set2 28, NR2E3 ag-2 -3, HIF-2a inh 18 and KKLEB tox -6.
COc1ccc(OC)c(Nc2nc(-c3sc(NC(=O)CC(C)C)nc3C)cs2)c1 was read as Vif imaging -7, PDI inh -12, MITF TRPM1 inh 10, CF NFkB block 36, Peg3 prom inh 19, CaV13 FRET inh -7, NR2E3 ag-1 17, Shn3 inh set2 1, NR2E3 ag-2 1, HIF-2a inh 20 and KKLEB tox -15.
`CCOC(=O)c1c(C)[nH]c(C(=O)OCCOc2ccc(Cl)cc2)c1C` gave Vif imaging 5, PDI inh 25, MITF TRPM1 inh 4, CF NFkB block 7, Peg3 prom inh -157, CaV13 FRET inh 7, NR2E3 ag-1 -71, Shn3 inh set2 4, NR2E3 ag-2 -1, HIF-2a inh -145 and KKLEB tox 8.
Screening COC(=O)c1ccc2nc(-c3cccc(Br)c3)c(Cc3ccsc3)n2c1 returned CF NFkB block 12, Peg3 prom inh -97, CaV13 FRET inh -7, NR2E3 ag-1 -16, Shn3 inh set2 -14, HIF-2a inh -39 and KKLEB tox -13.
Screening CC(C)(C)S(=O)(=O)c1ccc2nc3c(n2c1)CCCC3 returned Vif imaging 8, PDI inh 12, MITF TRPM1 inh -6, CF NFkB block 14, Peg3 prom inh -1, CaV13 FRET inh -5, NR2E3 ag-1 -11, Shn3 inh set2 5, NR2E3 ag-2 1, HIF-2a inh 24 and KKLEB tox -4.

Retrieved by structure from the list above:
COc1ccc(OC)c(Nc2nc(-c3sc(NC(=O)CC(C)C)nc3C)cs2)c1 was read as Vif imaging -7, PDI inh -12, MITF TRPM1 inh 10, CF NFkB block 36, Peg3 prom inh 19, CaV13 FRET inh -7, NR2E3 ag-1 17, Shn3 inh set2 1, NR2E3 ag-2 1, HIF-2a inh 20 and KKLEB tox -15.
For Cc1cccc(C)c1NC(=O)CSc1nnc(Cc2ccccc2)o1 the results were PDI inh -5, MITF TRPM1 inh 3, CF NFkB block 1, Peg3 prom inh 5, CaV13 FRET inh -4, NR2E3 ag-1 -2, Shn3 inh set2 4, NR2E3 ag-2 3, HIF-2a inh 14 and KKLEB tox 5.

(further entries)
COC(=O)[C@]1(C)N[C@H](CN(C)C(=O)Nc2ccc(OC)cc2)[C@@H]2C(=O)N(Cc3ccccc3)C(=O)[C@@H]21 was read as Vif imaging 6, PDI inh 6, MITF TRPM1 inh -2, CF NFkB block -5, Peg3 prom inh -21, CaV13 FRET inh -6, NR2E3 ag-1 -18, Shn3 inh set2 7, HIF-2a inh 2 and KKLEB tox 2.
For CC1(Cc2ccc(Cl)c(Cl)c2)C(=O)Nc2ccc(S(=O)(=O)NC3CCCCC3)cc21 (configuration not stated) the results were PDI inh -1, CF NFkB block 30, Peg3 prom inh 69*, CaV13 FRET inh -12, NR2E3 ag-1 -2, Shn3 inh set2 24, HIF-2a inh 0 and KKLEB tox -8.
Screening CC(C)n1c(=O)c2c(O)cc(=O)oc2c2ccccc21 returned Vif imaging 2, PDI inh 3, MITF TRPM1 inh 18, CF NFkB block -5, Peg3 prom inh 10, CaV13 FRET inh -6, NR2E3 ag-1 -26, Shn3 inh set2 -7, NR2E3 ag-2 1, HIF-2a inh 17 and KKLEB tox 9.
`Cc1nc(-c2ccc(S(=O)(=O)N3CCN(Cc4ccccc4)CC3)s2)cs1` gave Vif imaging -32, PDI inh -2, MITF TRPM1 inh 12, CF NFkB block -14, Peg3 prom inh 17, CaV13 FRET inh -5, NR2E3 ag-1 8, Shn3 inh set2 21, NR2E3 ag-2 -3, HIF-2a inh 11 and KKLEB tox -2.
Screening COc1cccc(NC(=O)CSc2nc3ccccc3n2C)c1 returned Vif imaging 6, PDI inh 11, MITF TRPM1 inh 2, CF NFkB block -2, Peg3 prom inh -5, CaV13 FRET inh -5, NR2E3 ag-1 -42, Shn3 inh set2 -22, NR2E3 ag-2 3, HIF-2a inh -4 and KKLEB tox 6.
Screening O/N=C\c1cnc(N2CCN(c3ccccc3)CC2)s1 returned Vif imaging 9, PDI inh 2, MITF TRPM1 inh -88, CF NFkB block 3, Peg3 prom inh -219, CaV13 FRET inh -6, NR2E3 ag-1 -46, Shn3 inh set2 -63, NR2E3 ag-2 -1, HIF-2a inh -192 and KKLEB tox 8.
Screening CC(=O)Nc1cc(-c2ccc(N3CCN(C)CC3)cc2)cn2c(-c3ccccc3)cnc12 returned Vif imaging 1, PDI inh 0, CF NFkB block -36, Peg3 prom inh 18, CaV13 FRET inh -6, NR2E3 ag-1 25, Shn3 inh set2 -15, HIF-2a inh -36 and KKLEB tox -1.
CN1C(=O)C2C(c3ccc(N(C)C)cc3)NN(Cc3ccccc3)C2C1=O (configuration not stated) was read as Vif imaging -3, PDI inh 5, MITF TRPM1 inh -11, CF NFkB block -11, Peg3 prom inh -9, CaV13 FRET inh 6, NR2E3 ag-1 2, Shn3 inh set2 4, NR2E3 ag-2 2, HIF-2a inh -37 and KKLEB tox 6.
`CCOC(=O)COc1ccc(S(=O)(=O)Nc2ccc3c(c2)OCCO3)cc1` gave Vif imaging 0, PDI inh -2, MITF TRPM1 inh 3, CF NFkB block 9, Peg3 prom inh 2, CaV13 FRET inh -11, NR2E3 ag-1 -15, Shn3 inh set2 4, NR2E3 ag-2 3, HIF-2a inh 17 and KKLEB tox 3.
`COc1ccc(-c2nnc3c4ccccc4c(C)nn23)cc1S(=O)(=O)N1CCN(CCO)CC1` gave Vif imaging 18, PDI inh -1, MITF TRPM1 inh 6, CF NFkB block -22, Peg3 prom inh 7, CaV13 FRET inh -6, NR2E3 ag-1 10, Shn3 inh set2 -2, NR2E3 ag-2 2, HIF-2a inh -8 and KKLEB tox -4.

Compound activity (PubChem)
